Screens deposited in PubChem BioAssay by Broad Institute.
ERp5 inh: blocks human ERp5 reductase activity on insulin; Q15084; ERp5 insulin aggregation, absorbance 650 nm, 90 min; inhibition, % at 9.99 µM; actives 0.05% (n = 350,000); AID 651711;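 active means mean replicate inhibition above about 25%, with every replicate also reaching it, limit read from the data, passing the limit was not always enough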
Target sequence (Q15084 whole entry, looked up): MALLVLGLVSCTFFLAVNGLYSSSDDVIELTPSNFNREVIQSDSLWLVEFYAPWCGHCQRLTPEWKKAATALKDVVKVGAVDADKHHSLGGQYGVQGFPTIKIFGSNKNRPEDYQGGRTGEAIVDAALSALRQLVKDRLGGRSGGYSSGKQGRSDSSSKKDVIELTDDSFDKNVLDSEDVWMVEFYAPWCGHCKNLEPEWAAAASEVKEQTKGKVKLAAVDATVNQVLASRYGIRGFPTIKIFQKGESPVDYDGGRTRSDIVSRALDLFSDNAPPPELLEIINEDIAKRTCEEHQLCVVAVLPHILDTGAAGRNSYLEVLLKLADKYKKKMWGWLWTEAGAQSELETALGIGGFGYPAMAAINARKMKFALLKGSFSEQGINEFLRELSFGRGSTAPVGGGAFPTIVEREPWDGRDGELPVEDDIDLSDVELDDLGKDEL
miR122 inh: miR-122 inhibition in Huh7 cells | Huh7 miR-122 Renilla luciferase sensor, 48 h; neutral wells = 0, positive control = 100 | activation (reporter increase), % at 12.5 µM | actives 0.3% (n = 340,000) | AID 602342;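 active means mean replicate activation score at least 90 and every replicate individually at or above 90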;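 further: higher luciferase means less miR-122 activity so hits act as miR-122 inhibitors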
SIRT5 inh: inhibitors of human sirtuin-5 desuccinylase | Q9NXA8 | Purified SirT5, succinyl-peptide AMC, trypsin-coupled fluorescence | inhibition, % at 15 µM | actives 1.1% (n = 330,000) | AID 652115; in the data active means inhibition above about 15%
Cneo AK release: Cryptococcus neoformans lysis via adenylate kinase release | C. neoformans lysis, adenylate kinase release luminescence, 4 h; normalised: neutral wells 0, clomiphene wells 100 | lysis activity, % at 15 µM | actives 0.2% (n = 360,000) | AID 651654;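 active means mean lysis activity across replicates of at least 80%, whatever share of replicates individually reach that level; inactive means mean lysis activity below 80%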
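Material – Cryptococcus neoformans yeast cells · Quantity – 5 × 10^6 yeast cells/mL · Buffer or medium – YPD medium · Compound – single dose · Timing – 4 h static compound exposure, 37 °C, read 1 h post-reagent · Signal – adenylate kinase release luminescence · Read-out basis – lysis from increased AK signal · Benchmarks – Clomiphene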
C2C12 statin: suppressors of simvastatin-induced myotoxicity in C2C12 myotubes. ATP luminescence, 48 h; scaled: DMSO 0, geranylgeraniol control 100. rescue of ATP level, % at 7.49 µM. actives 0.78% (n = 330,000);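 active means mean ATP rescue above about 67%, or every replicate alone reaching that limit, limit read from the data, passing the limit was not always enough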;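 further: myotubes were challenged with 10 µM simvastatin during compound exposure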
ARNT-TACC3 inh: ARNT/TACC3 interaction disruption. Q9Y6A5. AlphaScreen His-ARNT PAS-B/GST-TACC3 binding, luminescence; TACC3 fragment carries E629A point mutation. inhibition, % at 9.99 µM. actives 0.66% (n = 390,000). AID 623870;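 active means mean inhibition of replicates at least 50% and at least half of replicates each reaching 50%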;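 further: 0% = complete ARNT plus TACC3 wells and 100% = ARNT alone without TACC3; many hits fall short of the cut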
esBAF inh: SWI/SNF esBAF complex inhibition; mouse ES cells, Bmi1-luciferase knock-in reporter, 24 h; 100% = twice the neutral-well signal; reporter increase, % at 12.5 µM; actives 2% (n = 350,000); AID 602393; in the data active means activation above about 40%;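 further: 0% = median of the plate's neutral control wells and 100% = double that signal; a rise in the Bmi1 reporter signal indicates esBAF inhibition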
Starred values were filed as active, the others as inactive; / = not tested or not shown; [ ] = dose if it differs, or a comment. Outcome played no part in choosing rows; 4% or so of the library scored in one or more.

SMILES	ERp5 inh	miR122 inh	SIRT5 inh	Cneo AK release	C2C12 statin	ARNT-TACC3 inh	esBAF inh
O=C(C[C@@H]1C[C@H]2c3cc(NC(=O)C4CCOCC4)ccc3O[C@H]2[C@H](CO)O1)NCc1cc(F)ccc1F	-6	-1[16.7 µM]	-4	10	0	-3	-4
C=C(C)COC(=O)C1CC2OC2CC1C(=O)OCC(=C)C (configuration not stated)	-6	-3	/	0	-9	1	-4
Cc1ccc(C(=O)NC(=O)CSc2nncn2C)cc1	6	/	-3	4	0	-22	-10
CC(=O)C(Sc1nnnn1-c1ccc(O)cc1)c1ccccc1 (configuration not stated)	9	3	3	0	-9	2	1
COc1cc2nc(-c3ccc(Br)o3)oc(=O)c2cc1OC	/	-3	/	-1	-2	0	-10
O=C(Cc1ccccn1)NCC[C@@H]1CC[C@H](NC(=O)CN2CCOCC2)[C@H](CO)O1	-9	/	-3	0	-1	13	3
COC(=O)c1ccc(CN(C(C)=O)c2ccccc2)o1	/	2	/	-3	-3	24	-3
CCOc1ccc(CN(C)C(=O)CCc2ccc(S(=O)(=O)N3CCCCCC3)cc2)cc1	2	-10	6	0	-16	21	2
CCCNC(=O)Nc1ccc2c(c1)C(=O)N(C)[C@@H]1CC[C@@H](CC(=O)NCc3ccccc3)O[C@H]1CO2	2	-30[16.7 µM]	-3	-3	19	/	-2
CC1CC(C)CN(C(=O)COC(=O)c2ccc([N+](=O)[O-])o2)C1 (configuration not stated)	-3	0	0	1	8	-1	-4
C=CCn1c(SCC(=O)NC(=O)c2cccc([N+](=O)[O-])c2)nnc1-c1ccccc1F	/	17	/	/	0	4	1
COc1ccc(CNCc2c(F)cccc2F)cc1OC	2	-7	-3	2	3	-12	21
CCOC(=O)C1=C(C)Nc2ncnn2C1c1cc(OC)ccc1OC (configuration not stated)	/	-8	/	-2	-2	-12	-7
CCOC(=O)c1cccc(NC(=O)Cn2cnc3c2c(=O)n(C)c(=O)n3C)c1	/	-4	/	5	-5	-3	15
CC(C)c1ccccc1N=C1SCCN1C1CCS(=O)(=O)C1 (configuration not stated)	/	-10	/	1	-2	2	-4
CC(C)CNC(=O)c1ccccc1NC(=O)c1ccccc1N(C)S(=O)(=O)c1ccccc1	-6	11	-3	28	/	-1	/
Cc1cc(C)c(S(=O)(=O)N2CCCC2=O)cc1N(C)S(C)(=O)=O	1	/	-2	0	5	1	-7
COc1ccc(/C=C/C(=O)N2CCN(S(=O)(=O)/C=C/c3ccccc3)CC2)cc1OC	/	-4	/	-1	/	4	/
O=C(CSC1=Nc2ccccc2C2=NC(c3ccccc3)C(=O)N12)NC1CCCCC1 (configuration not stated)	/	2	/	-3	-11	-7	-8
COc1ccc(NC(=O)N(C)C[C@H]2Oc3ccc(NC(=O)Cc4ccccc4)cc3C(=O)N([C@H](C)CO)C[C@H]2C)cc1	/	-2[16.7 µM]	/	/	-18	/	-7
O=C(CSc1ncnc2scc(-c3ccccc3)c12)NC1CCS(=O)(=O)C1 (configuration not stated)	3	3	-1	/	2	-9	0
O=C(NNC(=O)c1cc2ccccc2o1)c1ccc(F)cc1	-3	-7	-7	-1	1	-2	20
CCN(CC(=O)Nc1c(F)cccc1F)C(=O)CCNS(=O)(=O)c1ccc(C)c(C)c1	4	/	-13	-2	-8	-2	1
COc1ccccc1-c1cc(C(=O)N/N=C/c2ccc(C)s2)c2ccccc2n1	/	1	/	-1	-5	/	-10
CCOc1ccc(CCN2C(=O)C3C4CCC(O4)C3C2=O)cc1OCC (configuration not stated)	4	-6	-3	1	9	/	-4

Pulled by compound from above, 4 records:
SMILES	ERp5 inh	miR122 inh	SIRT5 inh	Cneo AK release	C2C12 statin	ARNT-TACC3 inh	esBAF inh
O=C(C[C@@H]1C[C@H]2c3cc(NC(=O)C4CCOCC4)ccc3O[C@H]2[C@H](CO)O1)NCc1cc(F)ccc1F	-6	-1[16.7 µM]	-4	10	0	-3	-4
CC1CC(C)CN(C(=O)COC(=O)c2ccc([N+](=O)[O-])o2)C1 (configuration not stated)	-3	0	0	1	8	-1	-4
O=C(CSc1ncnc2scc(-c3ccccc3)c12)NC1CCS(=O)(=O)C1 (configuration not stated)	3	3	-1	/	2	-9	0
COc1ccccc1-c1cc(C(=O)N/N=C/c2ccc(C)s2)c2ccccc2n1	/	1	/	-1	-5	/	-10

Later entries:
SMILES	ERp5 inh	miR122 inh	SIRT5 inh	Cneo AK release	C2C12 statin	ARNT-TACC3 inh	esBAF inh
COc1ccc(C2/C=C\CN(C(=O)Nc3ccccc3)CC(=O)N2Cc2ccc(F)cc2)cc1 (configuration not stated)	2	1	-1	-1	-8	-6	0
O=C(NC1CCCC1)N1CCCCN2[C@H](CO)[C@H](c3ccc(-c4ccccc4)cc3)[C@@H]2C1	0	-8[16.7 µM]	0	1	/	6	/
C[C@@H]1CN([C@H](C)CO)C(=O)c2cc(NC(=O)NC3CCCCC3)ccc2O[C@H]1CN(C)S(=O)(=O)c1cn(C)cn1	1	-2[16.7 µM]	4	44	-20	-7	2
CCC(C)(C)NC(=O)C(c1sccc1C)N(Cc1ccco1)C(=O)c1csnn1 (configuration not stated)	2	6	2	2	28	4	-7
COc1ccc(CN2CCC(C(=O)NC(c3ccc4c(c3)OCO4)c3ccccn3)CC2)cc1 (configuration not stated)	3	-1	-2	1	21	/	-5
O=C(/C=C/c1ccc(Cl)cc1)N1CCOCC1	1	-5	2	-3	6	-4	19
O=C(Nc1cccc2c(=O)[nH][nH]c(=O)c12)c1ccc([N+](=O)[O-])cc1	-3	2	/	-4	-2	/	20
CCNC(=S)NNC(=O)c1cc(C)nc2ccccc12	/	-11	/	0	/	7	/
O=C(CSc1nnc(-c2cccnc2)o1)Nc1ccccc1F	5	/	0	0	-2	-6	5
CCOC(=O)c1sc(-c2ccccc2)cc1NC(=O)CSc1nnnn1C	/	-2	/	0	-17	6	-4
Cc1noc(C)c1S(=O)(=O)N(C)C[C@@H]1OCCCC[C@@H](C)Oc2ccc(NC(=O)CCC(F)(F)F)cc2C(=O)N([C@H](C)CO)C[C@H]1C	/	3[16.7 µM]	/	2	30	-4	-3
CCCCCCCc1c(O)nc(SCC(=O)O)[nH]c1=O	3	/	0	/	/	1	/

One compound at a time, as listed above. Order of values: ERp5 inh	miR122 inh	SIRT5 inh	Cneo AK release	C2C12 statin	ARNT-TACC3 inh	esBAF inh
`O=C(/C=C/c1ccc(Cl)cc1)N1CCOCC1` as listed: 1	-5	2	-3	6	-4	19
`O=C(Nc1cccc2c(=O)[nH][nH]c(=O)c12)c1ccc([N+](=O)[O-])cc1` as listed: -3	2	/	-4	-2	/	20
`Cc1noc(C)c1S(=O)(=O)N(C)C[C@@H]1OCCCC[C@@H](C)Oc2ccc(NC(=O)CCC(F)(F)F)cc2C(=O)N([C@H](C)CO)C[C@H]1C` as listed: /	3[16.7 µM]	/	2	30	-4	-3
`C[C@@H]1CN([C@H](C)CO)C(=O)c2cc(NC(=O)NC3CCCCC3)ccc2O[C@H]1CN(C)S(=O)(=O)c1cn(C)cn1` as listed: 1	-2[16.7 µM]	4	44	-20	-7	2
